Screening data from PubChem.
GPR7 antagonist = GPR7 receptor antagonists, primary screen, cell-based, fluorescence, single concentration; Neuropeptides B/W receptor type 1 (Homo sapiens), P48145; GPR7-expressing cells, fluorescence antagonist assay; inhibition, % at 4.4 µM; 290,000 tested, 1.1% active; AID 1861, 2009; in the data active = inhibition above about 16%, passing the limit was not always enough;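 also: cells stimulated with the agonist NPW; 0% = agonist with vehicle and 100% = vehicle without agonist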
Target sequence (P48145 whole entry, looked up): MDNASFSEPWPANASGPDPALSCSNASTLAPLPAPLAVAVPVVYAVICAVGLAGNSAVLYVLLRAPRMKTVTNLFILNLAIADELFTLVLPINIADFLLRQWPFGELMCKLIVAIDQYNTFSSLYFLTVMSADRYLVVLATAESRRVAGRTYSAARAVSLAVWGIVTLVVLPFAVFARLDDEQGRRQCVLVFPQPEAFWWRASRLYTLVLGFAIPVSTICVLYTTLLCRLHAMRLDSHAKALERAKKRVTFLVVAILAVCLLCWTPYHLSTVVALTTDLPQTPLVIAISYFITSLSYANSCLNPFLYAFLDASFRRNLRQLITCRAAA
M18AAP inhibitor = PfM18AAP inhibitors, malaria aminopeptidase, primary screen, biochemical, QFRET, recombinant enzyme; H-Glu-NHMec fluorogenic cleavage; inhibition, % at 7.35 µM; 290,000 tested, 1.2% active;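 active = inhibition above the campaign mean inhibition over all tested compounds plus 3 SD, cut at about 28% in these data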;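 also: 0% = plate median of test compound wells and 100% = 2 mM ZnCl2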
DNA FID counter = compounds displacing fluorescent DNA intercalator, primary screen, artefact control for HCV NS3 helicase inhibitor project, biochemical, FID fluorescence | 290,000 tested, 0.17% active | inhibition, % at 7.9 µM | DNA fluorescent intercalator displacement | AID 1845, 2009; in the data active = inhibition above about 37%;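 also: 0% = vehicle and 100% = reference compound; higher means more ethidium bromide displaced from hairpin DNA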
OXTR ag = human OXTR agonists, primary screen, fluorescence, CHO-OTR cells, Fluo-8 calcium | Oxytocin receptor (Homo sapiens), P30559 | Fluo-8 calcium fluorescence; normalized: DMSO 0%, oxytocin 100% | activation, % at 3 µM | 320,000 tested, 0.32% active | AID 2435, 2010;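 active = activation above the mean of all tested compounds plus 3 SD, cutoff set per screening run, cut at about 20% in these data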;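 also: peak over basal fluorescence ratio from a 100 s FLIPR kinetic read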
MEKK3 PB1 HTS = modulators of MEKK3-MEK5 PB1 binding, primary screen, biochemical, wildtype MEKK3, multiplex bead flow cytometry, Alexa488-MEK5; 290,000 tested, 1.4% active; binding response (% of control), % at 10 µM; bead-based flow cytometry, Alexa488-MEK5 binding to MEKK3; actives lie on both sides; 0 = blocked by unlabeled MEK5, 100 = vehicle;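 active = binding response more than 3 SD above or below the average of its plate-row segment, actives on both sides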;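 also: Alexa488 bead fluorescence after subtracting the streptavidin-only scavenger bead signal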
Target sequence (Q99759 whole entry, looked up): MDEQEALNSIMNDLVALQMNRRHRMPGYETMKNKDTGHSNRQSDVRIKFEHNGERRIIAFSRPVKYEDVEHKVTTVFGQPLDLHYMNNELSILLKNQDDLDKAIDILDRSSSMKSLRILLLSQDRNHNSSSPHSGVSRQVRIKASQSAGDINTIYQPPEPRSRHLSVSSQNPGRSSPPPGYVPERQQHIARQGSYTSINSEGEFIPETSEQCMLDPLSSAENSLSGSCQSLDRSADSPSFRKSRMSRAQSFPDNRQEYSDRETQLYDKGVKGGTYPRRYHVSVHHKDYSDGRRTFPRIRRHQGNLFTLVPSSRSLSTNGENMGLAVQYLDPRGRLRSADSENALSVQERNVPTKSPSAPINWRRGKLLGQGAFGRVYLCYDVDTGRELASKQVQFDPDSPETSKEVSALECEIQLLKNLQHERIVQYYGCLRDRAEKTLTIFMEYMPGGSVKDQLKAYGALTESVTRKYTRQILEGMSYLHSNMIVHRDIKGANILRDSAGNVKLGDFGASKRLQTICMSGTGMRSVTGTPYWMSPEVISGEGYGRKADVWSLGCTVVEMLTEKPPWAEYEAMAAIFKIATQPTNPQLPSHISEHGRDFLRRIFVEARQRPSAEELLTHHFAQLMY
NALP1 inh = NALP1 inflammasome inhibitors in reconstituted yeast, colorimetric, S. cerevisiae, triplicate retest. S. cerevisiae NALP1/ASC/caspase-1 growth, X-gal OD620, 72 h. AID 2071, 2009. inhibition, % at 10 µM. 280,000 tested, 0.61% active; in the data active = inhibition mostly above about 24%, no sharp cut-off; inactive = mostly below about 32%; also: some compounds called inactive have numbers as strong as hits
MEKK2wt PB1 HTS = modulators of MEK5 binding to wildtype MEKK2, primary screen, biochemical, multiplex bead flow cytometry, Alexa488-MEK5; binding response (% of control), % at 10 µM; AID 1531, 2009; Alexa488-MEK5 binding to MEKK2 WT; actives lie on both sides; Mitogen-activated protein kinase kinase kinase 2 (Homo sapiens), Q9Y2U5; 290,000 tested, 1.1% active; in the data active = binding response below about 67% or above about 130%
MEKK2mut PB1 HTS = MEK5 binding signal on mutant MEKK2 PB1, primary screen, biochemical, multiplex bead flow cytometry, Alexa488-MEK5. AID 1530, 2009. Alexa488-MEK5 binding to MEKK2 mutant. 290,000 tested, 0.35% active. percent response, % at 10 µM; in the data active = percent response above about 24%, passing the limit was not always enough; also: inactives centre near 1; some results filed as inactive read as strong as hits; reference of the scale not given here
PHOSPHO1 inh = PubChem AID 1565. Phosphoethanolamine/phosphocholine phosphatase (Homo sapiens), Q8TCT1. recombinant PHOSPHO1, absorbance phosphatase assay. inhibition, % at 13.3 µM. 290,000 tested, 1.1% active; in the data active = inhibition above about 60%
Active calls of the source: *; · = no result given; + = active, no number.

| molecule | MEKK3 PB1 HTS | GPR7 antagonist | MEKK2wt PB1 HTS | M18AAP inhibitor | OXTR ag | PHOSPHO1 inh | NALP1 inh | MEKK2mut PB1 HTS | DNA FID counter |
| --- | --- | --- | --- | --- | --- | --- | --- | --- | --- |
| CCN1CCN(C(=S)Nc2cc(S(=O)(=O)N(CC)CC)ccc2C)CC1 | 91 | -2 | 87 | 7 | 0.8 | 24 | 14 | -9 | 1 |
| COC(=O)Nc1ccccc1C(=O)N1CCC(O)(c2ccc(Cl)cc2)CC1 | 107 | -9 | 109 | 2 | -0.6 | -10 | 25 | 5 | -14 |
| O=C(CNC(=O)c1ccc(-c2ccccc2)cc1)OCc1ccc(Br)cc1 | 92 | -3 | 95 | 0 | · | -10 | 38 | -5 | -7 |
| COc1ccc(CCCC(=O)N/N=C/c2ccccc2OC)cc1 | 94 | 6 | 95 | -10 | -2.1 | -25 | -11 | -5 | -12 |
| COc1ccc(-c2nn(-c3ccccc3)cc2/C=N/O)cc1OC | 93 | 1 | 96 | 2 | -0.9 | · | 4 | -1 | -18 |
| O=C(NCc1ccccn1)c1ccc(Cl)c(S(=O)(=O)N2CCOCC2)c1 | 100 | -8 | 107 | -1 | 0.0 | -5 | 2 | 1 | -7 |
| Cc1cc2nc3n(c2cc1C)CC1CC(C(=O)NCC2CC2)N(C)C31 (configuration not stated) | 108 | · | 88 | · | -0.3 | 26 | · | 5 | · |
| Cc1ccc(C(=O)NC(=S)N2CCN(c3ccccc3F)CC2)cc1 | 91 | -6 | 94 | -4 | -2.2 | 4 | 25 | -4 | -9 |
| O=C(NC1CCCCC1)c1cc([N+](=O)[O-])ccc1N1CCCCC1 | 105 | 13 | 107 | 6 | -1.6 | 22 | 32 | 6 | -3 |
| O=C(COc1ccccc1Cl)NCCNC(=O)c1cnccn1 | 104 | -8 | 111 | 2 | -0.6 | 24 | 2 | 1 | -7 |
| CCOC(=O)c1c(N)n(CC(C)NC(=O)C2CC2)c2nc3ccccc3nc12 (configuration not stated) | 99 | 1 | 104 | 0 | · | 31 | 14 | 4 | -1 |
| C=CCn1c(-c2ccc(Cl)cc2)ccc(C#N)c1=O | 103 | -14 | 103 | -6 | -1.5 | 29 | -4 | -5 | -6 |
| CC1CN(Cc2nc3c(c(=O)[nH]c(=O)n3C)n2CC(N)=O)CC(C)O1 (configuration not stated) | 116 | -13 | 110 | -7 | 0.7 | 9 | 4 | 17 | 3 |
| CCOc1cc(S(=O)(=O)Nc2ccc(Cl)cn2)ccc1Cl | 106 | -15 | 103 | 1 | -0.9 | -13 | 8 | 3 | -15 |
| O=C(NCC1OCCc2ccccc21)c1ccc(NC(=O)c2ccccc2Cl)cc1 (configuration not stated) | 98 | -4 | 98 | -11 | 4.5 | -3 | 20 | 1 | -17 |
| S=C(c1cccs1)N1CCCC1 | 92 | -7 | 107 | -1 | 1.5 | 3 | 10 | -2 | 5 |
| COc1ccc(N2CCN(C(=O)CCc3nnc4ccc(N5CCC(C)CC5)nn34)CC2)cc1 | 100 | -17 | 98 | 14 | -2.0 | 37 | -11 | 1 | -51 |
| Cc1ccc(NC(=O)CN2CCC(NC(=O)Cc3ccccc3)CC2)cc1C | 100 | -9 | 100 | -5 | -0.9 | 36 | 3 | 2 | 6 |
| CC(C)(C)c1cc(NC(=O)c2cccc(S(=O)(=O)N3CCOCC3)c2)no1 | 97 | 2 | 98 | -3 | 0.8 | 4 | 29 | -2 | -16 |
| O=C(CSc1nnc(NC(=O)C2CC(=O)N(c3ccc(F)cc3)C2)s1)NCc1ccco1 (configuration not stated) | 101 | -15 | 99 | 18 | 0.1 | 38 | 0 | 1 | -19 |
| COc1ccccc1C1SCCN1S(=O)(=O)c1cccc(C(F)(F)F)c1 (configuration not stated) | 107 | -9 | 105 | 2 | 1.4 | -6 | 10 | 6 | -4 |
| OCCSc1c(F)c(SCCO)c(SCCO)c(F)c1SCCO | 79 | -8 | 85 | -4 | 0.3 | 11 | 6 | -14 | -5 |
| CC(C)OC(=O)CSc1nnc(-c2ccc(C(C)(C)C)cc2)n1N | 99 | 2 | 98 | 26 | 0.0 | 67* | 25 | -4 | -20 |
| COCCn1c(=NC(=O)c2ccc(S(=O)(=O)N3CCOCC3)cc2)sc2cc(S(N)(=O)=O)ccc21 | 101 | -11 | 108 | 6 | 1.7 | 48 | 16 | 8 | -35 |
| CC1CCN(C(=O)CNC(=O)c2cccc(OC(F)F)c2)CC1 | 100 | -13 | 101 | -7 | -0.5 | -8 | -6 | 3 | -7 |
| Cc1nc(N2CCOCC2)c(C#N)c(C)c1Br | 91 | -12 | 93 | -1 | -1.6 | 1 | 12 | -1 | -3 |
| COc1ccccc1CCNC(=O)c1ccc(OC)c(OC2CCN(C(C)C)CC2)c1 | 107 | -2 | 108 | -1 | -0.9 | -7 | 16 | 9 | 8 |
| Cc1nn(C)c(C)c1S(=O)(=O)NC1CCCC1 | 99 | -6 | 97 | 2 | 0.2 | 2 | -12 | 1 | -2 |
| C=CCNC(=O)c1csc(-c2ccccc2)n1 | 102 | 4 | 98 | 3 | -2.2 | 7 | 2 | -5 | -8 |
| CCN1CCC(n2nccc2NC(=O)c2ccccc2Cl)CC1 | 99 | -3 | 107 | -9 | 0.2 | 30 | 11 | 5 | -2 |
| Brc1cccc(OCCN2CCCCC2)c1 | 105 | -5 | 103 | -10 | -1.1 | -14 | 46 | -1 | 8 |
| O=C(c1cc2nc(-c3ccc(F)cc3)cc(C(F)(F)F)n2n1)N1CCOCC1 | 95 | -10 | 97 | -5 | -0.2 | -42 | 1 | 0 | 2 |
| CC(C)c1ccc(S(=O)(=O)N2CCN(CC(=O)Nc3ccc4c(c3)OCO4)CC2)cc1 | 98 | 19 | 97 | 2 | 1.7 | 6 | 1 | 5 | -30 |
| CN1C(=O)c2ccc(C(=O)Nc3nccs3)cc2C1=O | 91 | 9 | 94 | -2 | 0.3 | 41 | 6 | -6 | 2 |
| CC(C)=N/N=C(/c1ccc([N+](=O)[O-])cc1)C12CN3CN(CN(C3)C1)C2 | 148* | 7 | · | -2 | 0.5 | 9 | 11 | + | -14 |
| CC(C)C1Nc2ccc(C(=O)NC3CCCCC3)cc2NC1=O (configuration not stated) | 101 | -4 | 98 | 8 | 1.2 | 3 | 14 | -3 | -23 |
| CCC(=O)Nc1ccc(C(=O)NNC(=O)C2CCCCC2)cc1 | 99 | -10 | 98 | -2 | · | 17 | 6 | -1 | -1 |
| COc1cccc(S(=O)(=O)NCc2ccc(C(=O)N3CCN(c4ccccc4OC)CC3)cc2)c1 | 106 | -3 | 110 | 3 | 0.8 | 23 | 12 | 8 | -58 |
| O=C(CS(=O)(=O)c1ccc(Cl)c(Cl)c1)Nc1ccccc1Cl | 98 | -16 | 93 | 2 | -1.6 | 7 | 33 | -2 | -3 |
| CC(c1ccccc1)C1CC(=O)N(c2ccccc2)C1=O (configuration not stated) | 95 | -4 | 112 | -1 | 0.0 | -3 | 2 | 6 | -4 |

2 compounds from above, reduced to OXTR ag, M18AAP inhibitor and DNA FID counter:
Molecule | OXTR ag | M18AAP inhibitor | DNA FID counter
CCC(=O)Nc1ccc(C(=O)NNC(=O)C2CCCCC2)cc1 | · | -2 | -1
COc1cccc(S(=O)(=O)NCc2ccc(C(=O)N3CCN(c4ccccc4OC)CC3)cc2)c1 | 0.8 | 3 | -58

(further entries)
| molecule | MEKK3 PB1 HTS | GPR7 antagonist | MEKK2wt PB1 HTS | M18AAP inhibitor | OXTR ag | PHOSPHO1 inh | NALP1 inh | MEKK2mut PB1 HTS | DNA FID counter |
| --- | --- | --- | --- | --- | --- | --- | --- | --- | --- |
| O=C1C=CC(=O)N1c1ccc(O)cc1 | 96 | -7 | 95 | -15 | -0.1 | 8 | -5 | -3 | 0 |
| COc1ccc(/C=N\NS(=O)(=O)c2ccc(Br)cc2)cc1COc1ccccc1[N+](=O)[O-] | 105 | -19 | 99 | 4 | -1.0 | -4 | 9 | -4 | 1 |
| O=C(c1cccc(Br)c1)N1CCCc2ccccc21 | 103 | 9 | 101 | 1 | -1.0 | -12 | 4 | -1 | -9 |
| O=C(Nc1cnccn1)c1ccc(F)cc1Cl | 103 | -3 | 107 | 5 | 0.3 | · | 18 | 5 | -1 |
| O=C(NCCNc1ccnc2cc(Cl)ccc12)c1ccccc1F | 106 | -12 | 115 | 4 | 7.7 | · | -12 | 9 | 4 |
| O=C(O)/C(=C\c1ccc(Cl)c([N+](=O)[O-])c1)c1ccc(S(=O)(=O)N2CCCCC2)s1 | 99 | -2 | 96 | 0 | -0.6 | 32 | -10 | -1 | -9 |
| Cc1cccc2cc3c(NC(=O)C(C)(C)C)nn(CC(C)C)c3nc12 | 104 | -19 | 109 | 5 | -2.3 | · | -1 | 10 | -27 |
| CCCCN(C)CCNC(=O)c1cc2c(=O)[nH]c3ccccc3c2n1C | 105 | -6 | 108 | 9 | -0.1 | 2 | -6 | 8 | 7 |
| O=C(c1ccccc1O)N1N=C(c2ccccc2)CC1(O)C(F)(F)F (configuration not stated) | 88 | 3 | 86 | 11 | -0.9 | -4 | 10 | -14 | -9 |
| O=C(Nc1cc(Cl)ccc1Cl)c1ccc(-c2ccccc2)cc1 | 99 | 9 | 99 | 5 | 0.3 | 0 | 22 | 1 | 2 |
| CCCCC(CC(O)COCC(C)C)C(=O)NNC(=S)Nc1ccccc1 (configuration not stated) | 97 | 3 | 92 | 10 | 0.1 | -1 | 22 | 6 | -20 |
| Cc1cc(OCC(O)CN2CCCC2)cc(C)c1Cl (configuration not stated) | 101 | -11 | 106 | 1 | 1.8 | 44 | -33 | 7 | 12 |
| COCCNC(=S)N/N=C/c1ccc(-c2ccc([N+](=O)[O-])cc2)o1 | 100 | 1 | 99 | 26 | 6.8 | -40 | -6 | 2 | -5 |
| O=C(/C=C/c1cccs1)Nc1ccc(Br)cn1 | 101 | 16 | 98 | -9 | 0.0 | 4 | 26 | 0 | 6 |
| COc1cccc(C=Nc2cccc3c(=O)[nH][nH]c(=O)c23)c1O | 102 | -8 | 93 | 4 | 0.4 | 58 | -14 | -2 | -8 |
| CCCCCC(=O)N=Nc1c(O)[nH]c2ccc([N+](=O)[O-])cc12 | 95 | -3 | 100 | 0 | -0.7 | 0 | 32 | -2 | -1 |
| CN1CCN(CC(=O)N2c3ccccc3C(C)(c3ccccc3)CC2(C)C)CC1 (configuration not stated) | 109 | -4 | 119 | -6 | 2.1 | 20 | · | 15 | 16 |
| Cc1cc(C)c2cc(CN(CCO)C(c3nnnn3Cc3ccc(F)cc3)C(C)C)c(=O)[nH]c2c1 (configuration not stated) | 103 | -9 | 98 | 12 | · | 1 | 5 | 2 | 0 |
| Cc1nn(CCC(=O)NNC(=S)Nc2cccc(Cl)c2)c(C)c1[N+](=O)[O-] | 91 | -4 | 97 | 17 | -1.4 | -3 | -12 | 0 | 4 |
| NC(=O)CN1C(=O)C(O)(CC(=O)c2ccccc2O)c2ccccc21 (configuration not stated) | 103 | -15 | 102 | 1 | 1.7 | 4 | 6 | 1 | -4 |
| Cc1cccc(Nc2cc(=O)[nH]c(=O)[nH]2)c1C | 100 | 4 | 102 | -2 | -0.9 | -15 | 3 | 0 | -1 |
| COc1ccc(C)cc1NC(=O)CN1CCN(c2ccccn2)CC1 | 97 | -19 | 99 | -2 | -0.2 | 29 | -10 | 0 | -29 |
